# CHT block: inhibitors of human choline transporter CHT. B-score at 10 µM. 310,000 tested, 0.86% active. CHT-expressing cells, membrane potential dye, choline response; stronger effect = lower value;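 active = B-score over 3 SD under the library average, and starting fluorescence ratio not unusually high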;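 note: choline stimulus applied at its EC90 after an EC20 pre-addition; B-score computed on integrated fluorescence ratio after choline addition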
# Target sequence (Q9GZV3 whole entry, looked up): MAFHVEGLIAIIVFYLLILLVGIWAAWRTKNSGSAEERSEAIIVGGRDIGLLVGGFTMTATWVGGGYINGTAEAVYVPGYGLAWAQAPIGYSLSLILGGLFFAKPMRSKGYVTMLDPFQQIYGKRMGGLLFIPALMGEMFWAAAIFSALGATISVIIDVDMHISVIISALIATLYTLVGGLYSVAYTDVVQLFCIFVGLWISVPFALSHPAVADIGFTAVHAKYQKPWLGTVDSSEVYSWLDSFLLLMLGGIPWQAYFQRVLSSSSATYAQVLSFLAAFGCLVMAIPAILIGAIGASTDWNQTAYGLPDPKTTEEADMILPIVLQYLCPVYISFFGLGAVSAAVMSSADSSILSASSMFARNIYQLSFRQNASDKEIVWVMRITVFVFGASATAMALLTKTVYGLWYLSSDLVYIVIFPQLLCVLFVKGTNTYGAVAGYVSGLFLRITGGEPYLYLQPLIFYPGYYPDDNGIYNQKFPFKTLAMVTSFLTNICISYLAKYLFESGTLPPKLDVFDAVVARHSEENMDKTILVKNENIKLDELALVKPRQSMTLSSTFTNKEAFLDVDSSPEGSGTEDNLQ
# CHT PAM: CHT positive allosteric modulators, primary screen, cell-based, membrane potential dye, choline EC20. High affinity choline transporter 1 (Homo sapiens), Q9GZV3. CHT-expressing cells; stronger effect = higher value; LV-AA mutant CHT in HEK293 cells. B-score at 10 µM. 310,000 tested, 0.49% active;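 active = initial fluorescence not abnormally high and integrated response B-score, plate-corrected, over 3 SD above library mean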
# Calls only; i = inactive.
SMILES,CHT block,CHT PAM
COc1ccccc1CNC(=O)c1ccc(Cl)c(NC2=NC3CS(=O)(=O)CC3S2)c1 (stereo not given),i,i
Cc1cc(C)c(OC2(c3ccccc3)OC(=O)c3ccccc32)c(C)c1 (stereo not given),i,i
CCC(Sc1nc2ncccc2[nH]1)C(=O)N1CCOCC1 (stereo not given),i,i
CCn1c(=O)c(C(=O)CN2CCN(S(=O)(=O)c3ccc(C)cc3C)CC2)c(N)n(Cc2ccccc2)c1=O,i,i
Cc1cc(C(F)(F)F)nc(NCc2ccc(F)cc2)n1,i,i
COc1cccc(/C=N/NC(=O)c2ccoc2C)c1,i,i
COC(=O)c1oc2ccc(Br)cc2c1NC(=O)CCCN1C(=O)c2ccccc2C1=O,i,i
c1ccc2c(NC3CCCC3)nnc(NC3CCCC3)c2c1,i,i
CCC(C(=O)OCC(=O)Nc1cccc(S(=O)(=O)NC2=NCCCCC2)c1)c1ccccc1 (stereo not given),i,i
O=C(CCc1ccc(O)c(O)c1)NNC(=S)Nc1ccc(Br)cc1Cl,i,i
NC(=O)c1ccccc1NC(=S)NC(=O)CCc1ccccc1,i,i
O=C(c1ccc(F)cc1)N1CCN(S(=O)(=O)c2ccc(Br)cc2)CC1,i,i

# Another view of five compounds above:
canonical_smiles	CHT block	CHT PAM
CCn1c(=O)c(C(=O)CN2CCN(S(=O)(=O)c3ccc(C)cc3C)CC2)c(N)n(Cc2ccccc2)c1=O	i	i
Cc1cc(C(F)(F)F)nc(NCc2ccc(F)cc2)n1	i	i
COc1cccc(/C=N/NC(=O)c2ccoc2C)c1	i	i
COC(=O)c1oc2ccc(Br)cc2c1NC(=O)CCCN1C(=O)c2ccccc2C1=O	i	i
c1ccc2c(NC3CCCC3)nnc(NC3CCCC3)c2c1	i	i

# More results.
SMILES,CHT block,CHT PAM
O=C(O)c1cc(-c2cccs2)[nH]n1,i,i
COc1ccc(CN(C)C(=O)CC(c2ccccc2)c2ccccc2)cc1,i,i
CCn1c(COc2ccc(=O)n(-c3ccccc3)n2)nnc1SC,i,i
O=C(CSc1nnc(-c2cccnc2)s1)Nc1ccccc1,i,i
CSCCC(NS(=O)(=O)c1ccccc1F)C(=O)NCc1cccnc1 (stereo not given),i,i
O=C(c1cccc(S(=O)(=O)N2CCCC2)c1)N1CCN(c2ncccn2)CC1,i,i
CCOc1ccc(N(CC(=O)N/N=C/c2ccc(OC(C)C)cc2)S(C)(=O)=O)cc1,i,i
COc1ccc(N2C(=O)C3C4C=CC(C4)C3C2=O)c(OC)c1 (stereo not given),i,i
CCC1=[N+](CC(=O)c2ccc(Br)cc2)CCn2c(C)ccc21,i,i
O=C(O)CN1CCN(Cc2ccc(F)cc2)C1=O,i,i
Cc1ccc(CNC(=O)CCCC(=O)c2ccccc2)cc1,i,i
Cc1ccc(CN2CCNC(=O)C2CC(=O)O)cc1 (stereo not given),i,i
CCOc1ncccc1C(=O)OCC(=O)Nc1cc(C)ccc1C,i,i
CCCC(=O)OCCNc1cc(Sc2nc3ccccc3[nH]2)c2nonc2c1[N+](=O)[O-],i,i
CN(C)S(=O)(=O)Nc1cc(F)cc(F)c1,i,i
O=C(NCCN1C(=O)C2C3C=CC(C3)C2C1=O)Nc1ccccc1 (stereo not given),i,i
CC(=O)OCC(=O)[C@@]1(O)[C@H](C)C[C@H]2[C@@H]3CCC4=CC(=O)C=C[C@]4(C)[C@@]3(F)[C@@H](O)C[C@@]21C,i,i
Cc1cc(C)cc(NC(=O)CSc2ccc(-c3ccccn3)nn2)c1,i,i
Cc1cc(C)cc(NC(=O)N2CCCC2C(=O)Nc2ccc(-n3cnnn3)c(C)c2)c1 (stereo not given),i,i
Cc1cccc(Nc2nnc(SCC(=O)N(C)C3CCS(=O)(=O)C3)s2)c1C (stereo not given),i,i
COc1ccc(C(=O)Oc2cccc3cccnc23)cc1[N+](=O)[O-],i,i
O=C(c1ccc2c(c1)OCO2)N(c1ccc(Br)cc1)C1C=CS(=O)(=O)C1 (stereo not given),i,i
CCCCN(C(=O)Nc1ccc(Cl)cc1)C1CCN(C(C)=O)CC1,i,i
Cc1c(C(=O)O)oc2c1C(O)CCC2 (stereo not given),i,i

# Full records, quoted from the list. Screens in order: CHT block	CHT PAM
# Profile of CCCC(=O)OCCNc1cc(Sc2nc3ccccc3[nH]2)c2nonc2c1[N+](=O)[O-] = i	i
# Profile of CN(C)S(=O)(=O)Nc1cc(F)cc(F)c1 = i	i
# Profile of CCCCN(C(=O)Nc1ccc(Cl)cc1)C1CCN(C(C)=O)CC1 = i	i
# Profile of O=C(NCCN1C(=O)C2C3C=CC(C3)C2C1=O)Nc1ccccc1 (stereo not given) = i	i
# Profile of O=C(c1ccc2c(c1)OCO2)N(c1ccc(Br)cc1)C1C=CS(=O)(=O)C1 (stereo not given) = i	i

# In the list so far, 3 have a Cl atom:
SMILES,CHT block,CHT PAM
COc1ccccc1CNC(=O)c1ccc(Cl)c(NC2=NC3CS(=O)(=O)CC3S2)c1 (stereo not given),i,i
O=C(CCc1ccc(O)c(O)c1)NNC(=S)Nc1ccc(Br)cc1Cl,i,i
CCCCN(C(=O)Nc1ccc(Cl)cc1)C1CCN(C(C)=O)CC1,i,i

# Continuation.
SMILES,CHT block,CHT PAM
O=C(CSc1cccc[n+]1[O-])C12CC3CC(CC(C3)C1)C2,i,i
Cc1nc(Nc2nc3ccccc3o2)nc(C)c1C(=O)Nc1ccc(F)cc1,i,i
Brc1ccc(-c2noc3c2-c2nc(C4CCCCC4)sc2CC3)cc1,i,i
O=C1NC(=O)C2(CCCCCCCCCCC2)N1,i,i
OC1CCN(Cc2cccc(Oc3ccccc3)c2)CC1,i,i
CC1CCN(C(=S)c2ccc3c(c2)OCO3)CC1,i,i
CC1CCCN(C(=O)COc2ccc(Nc3ccccc3)cc2)C1 (stereo not given),i,i
O=C(Nc1ccc(C(=O)O)cc1)/C(=C\C=C\c1ccccc1)NC(=O)c1ccc(Br)cc1,i,i
COC(=O)c1ccc(C2C(C(C)=O)=C(C)Nc3ncnn32)cc1 (stereo not given),i,i
O=C(c1cn(-c2ccccc2)nc1-c1cccs1)N1CCOCC1,i,i
C/C(=N\NC(=O)c1ccccc1-n1cccc1)C1CC1,i,i
Nc1cccnc1Sc1cc(Cl)c(Cl)cc1Cl,i,i
COc1cc(NC(=O)C2C3C=CC(C3)C2C(=O)O)c(OC)cc1Cl (stereo not given),i,i
O=C(N/N=C/c1ccccc1)c1ccc(N2CCOCC2)c([N+](=O)[O-])c1,i,i
CCNC(=S)N1CCc2cc(OC)c(OC)cc2C1COc1ccc(OC)cc1 (stereo not given),i,i
COc1ccc2nc(N3CCCC(C(=O)NCCCN4C(C)CCCC4C)C3)sc2c1 (stereo not given),i,i
Cc1cc(C)cc(NC2=CC(=O)CC(c3ccco3)C2)c1 (stereo not given),i,i
CCc1nc2cccnc2n1-c1ccc(CC(=O)NC(C)CC)cc1 (stereo not given),i,i
O=C1CCCN1Cc1ccccc1,i,i
COc1cccc(OC)c1C(=O)Nc1ccc(Br)c(C(=O)c2ccccc2)c1,i,i
COCCN1C(=O)N(c2cccc(OC)c2)C(=O)C1CC(=O)Nc1cccc(F)c1 (stereo not given),i,i
CCCOC(=S)Nc1ccccc1,i,i
N#Cc1c2ccc(OCC(N)=O)cc2n2ccccc12,i,i
COc1ccc(C(C(=O)NCC2CCCO2)N(C(=O)CNC(=O)c2ccco2)c2ccccc2)cc1OC (stereo not given),i,i

# Another view of 2 compounds above:
# Every second line gives: CHT block, CHT PAM
> CCc1nc2cccnc2n1-c1ccc(CC(=O)NC(C)CC)cc1 (stereo not given)
  i, i
> O=C1CCCN1Cc1ccccc1
  i, i

# The list continues.
SMILES,CHT block,CHT PAM
O=C1CC(N2CCN(c3ccccn3)CC2)C(=O)N1c1ccc(F)cc1 (stereo not given),i,i
C=CCNCCCOc1ccc(C(C)(C)c2ccccc2)cc1,i,i
CC(=O)/C(=N/Nc1cccc(Cl)c1)N1CCOCC1,i,i
CCCCOc1ccc(C(=O)NCc2ccccn2)cc1,i,i
CC(=O)N1CCC(=NNC(=O)c2cc3ccccc3cc2O)CC1,i,i
COc1ccc(COC(=O)c2ccc(S(=O)(=O)N3CCC(C)CC3)cc2)cc1,i,i
O=c1c2ccccc2cnn1Cc1ccc(Br)cc1F,i,i
CNS(=O)(=O)c1c(C)cc(C)c(N(C)S(=O)(=O)c2ccccc2)c1C,i,i
COc1ccccc1-c1nnc2n1N=C(C(C)(C)C)CS2,i,i
CCOc1cc(N2CCCC2)ccc1[N+](=O)[O-],i,i
CCOc1ccc(NC(=O)CSc2nc3cccnc3n2CCOC)cc1,i,i
Nc1cc[n+](CC(=O)c2ccc3c(c2)OCCO3)cc1,i,i
COC(=O)c1sc(S(=O)(=O)N2CCN(c3ccccc3)CC2)c(C(=O)OC)c1C,i,i
NC(=O)C1CCN(CC(=O)Nc2ccccc2N2CCOCC2)CC1,i,i
COc1ccc(-c2nn(-c3ccccc3)cc2/C=C/C(=O)O)cc1[N+](=O)[O-],i,i
COc1ccc(NC(=O)N2CCCC(C(=O)NC(C)C)C2)cc1 (stereo not given),i,i
CNC(=O)CN(c1cc(OCCOC)c(Cl)cc1Cl)S(=O)(=O)c1ccc(OC)cc1,i,i
CCN(CC(=O)Nc1ccc(OC)cc1)C(=O)c1oc2c(Cl)cccc2c1C,i,i
OC(CNCc1cccc(Cl)c1)c1ccccc1 (stereo not given),i,i
COc1ccc(C(C)NC(=O)Cc2cccs2)cc1 (stereo not given),i,i
COCCSc1nnc(NC(=O)C2CC(=O)N(CCc3ccc(F)cc3)C2)s1 (stereo not given),i,i
Cn1c(=O)oc2cc(S(=O)(=O)Nc3ccc4c(c3)OCCO4)ccc21,i,i
COc1ccc(NC(=O)C(NS(=O)(=O)c2cccs2)C(C)C)cc1Cl (stereo not given),i,i
FC(F)(Cl)c1nnc2ccc(Cl)nn12,i,i
CC1CCN(C(=O)COC(=O)c2cc3ccccc3cc2O)CC1,i,i
Cc1ccc(CNCc2ccco2)cc1,i,i
CC1=C([N+](=O)[O-])C(c2ccc(Cl)cc2)NC(=O)N1 (stereo not given),i,i
O=C(NN=C1CCCC1)c1cc(-c2ccc(F)cc2)nc2ccccc12,i,i
CCCCN(C(=O)c1c(CC)noc1C)c1c(N)n(CCCC)c(=O)[nH]c1=O,i,i
Cc1ccc2occ(CN3CCN(Cc4ccccc4)CC3)c(=O)c2c1,i,i
CCN(CC)CCN1C(=O)C(=O)/C(=C(/O)c2cnn(-c3ccccc3)c2C)C1c1cccnc1 (stereo not given),i,i
CCNC(=S)N(CCO)Cc1cc2cc3c(cc2[nH]c1=O)OCO3,i,i
COc1ccc(/C=N/NC(=O)Cn2c(Cc3ccc(OC)c(OC)c3)nc3ccccc32)cc1,i,i
Cc1ccnn1CC(=O)N/N=C/c1c[nH]c2ccccc12,i,i
CC(OC(=O)Cc1c(F)cccc1Cl)C(=O)NCCC1=CCCCC1 (stereo not given),i,i
O=S(=O)(/N=C(\Sc1ccccc1)c1ccccc1)c1ccc(Cl)cc1,i,i
Cc1cccnc1NC(=O)C(C)N1C(=O)c2ccccc2C1=O (stereo not given),i,i
COC(=O)C1=C(C)N(Cc2ccco2)C(=O)N[C@H]1c1cccc(C(F)(F)F)c1,i,i
O=C(CCNC(=O)c1ccc(Cl)cc1)NCCC1=CCCCC1,i,i
COc1ccc(-n2c(C)cc(/C=C3\C(=O)NN(c4ccccc4)C3=O)c2C)cc1,i,i
CN(C)C(C(=O)Nc1cc(Cl)cc(Cl)c1)c1ccccc1 (stereo not given),i,i
c1csc(-c2csc3nc(CN4CCOCC4)nc(NCc4ccc5c(c4)OCO5)c23)c1,i,i
Cc1ccc(CNC(=O)c2ccc(NS(=O)(=O)c3cccs3)cc2)cc1,i,i
NC(=O)C1CCN(C(=O)c2cc3ccccc3cc2O)CC1,i,i
COC(=O)C1CCCN1S(=O)(=O)c1ccc([N+](=O)[O-])cc1 (stereo not given),i,i
COCCCNC(=O)c1ccc2nc(Cc3ccc(OC)cc3)oc2c1,i,i
COc1cccc(/C=N/NC(=O)CNC(=O)c2ccncc2)c1O,i,i
CCc1nnc(NS(=O)(=O)c2ccc(NC(=O)c3ccccc3)cc2)s1,i,i
COc1ccc(CNC(=O)C2CCN(S(=O)(=O)c3ccccc3)CC2)cc1,i,i
Cc1c(C(=O)OCc2nc3scc(-c4ccccc4)c3c(=O)[nH]2)cccc1[N+](=O)[O-],i,i
O=C(CN1CCCCCC1)Nc1ccccc1Oc1ccccc1,i,i
O=C(c1ccco1)c1cn(CC(=O)N2CCCc3ccccc32)c2ccccc12,i,i
CC1CC(C)CN(CC(=O)N2CCOCC2)C1 (stereo not given),i,i
COc1ccc(-c2noc(=O)[nH]2)cc1,i,i
Cc1ccc(C)c(S(=O)(=O)NCCOC(=O)Nc2sc(=S)n(C)c2C)c1,i,i
COc1ccc(S(=O)(=O)N2CCC(C(=O)NCCC3=CCCCC3)CC2)cc1C,i,i
COc1ccc(OC)c(NC(=O)COC(=O)COc2c(Cl)cc(Cl)c3ccc(C)nc23)c1,i,i
COCCNC(=S)N(CCc1c(C)[nH]c2ccc(C)cc12)Cc1cccnc1,i,i
CC(=O)N/C(=C\c1ccc(Br)s1)C(=O)O,i,i
COc1ccc(Br)cc1CN1CCN(C(=O)c2ccc(F)cc2)CC1,i,i
# Next section:
SMILES,CHT block,CHT PAM
O=C(CSc1nnc(Cc2cccs2)n1Cc1ccco1)Nc1cccc(Cl)c1,i,i
O=C1CC2(CCCCC2)Oc2ccc(Cl)cc21,i,i
COc1ccccc1-c1cc(C(=O)NCCCN2CCOCC2)no1,i,i
COc1ccc(C(C)=O)cc1CC(=O)Nc1ccccc1-c1ccccc1,i,i
N#CCC(=O)Nc1ccc(C(=O)N2CCN(S(=O)(=O)c3ccc4ccccc4c3)CC2)cc1,i,i
CCCCn1c(N)c(N(CCOC)C(=O)C2CCN(C(=O)c3ccc(Cl)cc3)CC2)c(=O)[nH]c1=O,i,i
CCOc1ccc(C(=O)NCC(=O)NCCCn2nc(C)cc2C)cc1OCC,i,i
Cc1cccc(C)c1NCc1n[nH]c(=S)n1-c1ccccc1,i,i
COC(=O)c1cc(C(=O)OC)n(Cc2ccc(Cl)cc2Cl)n1,i,i
